Tb PFK block: T. brucei PFK enzyme inhibition; O15648; T. brucei PFK, ADP-Glo luminescence; Potency, µM (titrated, usually from 57.5 µM), for inactives: top-dose activity, negative = inhibition, most hits filed as inhibitors; hit rate 0.17% among 330,000; AID 485367;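 further: potency means the concentration at half of the fitted maximal effect; 0% = uninhibited 1x PFK enzyme wells and -100% = no-enzyme wells; nearly all actives have a fitted effect of over 60% in size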
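In TEA buffer at pH 8.0 with 5 mM MgCl2, enzyme (1.25 nM) converted F6P (0.5 mM) and ATP (0.1 mM) for 45 min at room temperature. ADP product was read by luciferase luminescence.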
Giardia killer: kills Giardia lamblia; Giardia lamblia trophozoite viability; activity change, % at 7.66 µM, hits read low; hit rate 0.15% among 340,000; in the data active means activity change below about -80%; inconclusive means between about -30% and that limit;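 further: parasites exposed to compound for two days anaerobically before the ATP read; on the % scale 0 is the no-effect control and ±100 the full control effect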
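Viability, read as ATP luminescence: trophozoites at 100 cells/well, compound added, 48 hrs anaerobic at 37 deg C, then 15-30 min room-temperature development before reading.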
ASM inhibitor: blocks human secretory acid sphingomyelinase; P17405; Potency, µM (series often up to 57.5 µM), without a hit: top-dose activity change, negative = inhibition, usual class: inhibitors; hit rate 0.006% among 340,000; placental ASM, HMU-PC fluorogenic substrate, 60 min; further: potency means the concentration at half of the fitted maximal effect
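Fluorescence read-out (Ex 386 nm, Em 447 nm) after stopping the reaction at pH 10. Enzyme: ASM from human placenta; substrate HMU-PC0, 9 uM final; 60 min, 37 °C. Compound preincubation 10 min, ambient temperature.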
Coupling enz: inhibits coupling enzyme system, counter-screen for aldolase hits; activity change, negative = inhibition, % at 58.2 µM, hits read low; coupling enzyme system counterscreen, AmpLite Red fluorescence; hit rate 0.67% among 290,000; in the data active means activity change below about -30%; further: on the % scale 0 is the no-effect control and ±100 the full control effect
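Compounds tested against the coupling enzymes alone at 57.5 uM final; readout was AmpLite Red fluorescence (525/598 nm) after 20 min at RT.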
GALK inhibitor: galactokinase (human) inhibition | P51570 | Purified GALK, Kinase-Glo residual ATP luminescence | Potency, µM (top dose mostly 57.5 µM), for inactives: top-dose activity change, negative = inhibition, actives largely listed as inhibitors | hit rate 0.007% among 270,000 | AID 1868; further: potency means the concentration at half of the fitted maximal effect; on the % scale 0 is the no-effect control and ±100 the full control effect
Target sequence (P51570 whole entry, looked up): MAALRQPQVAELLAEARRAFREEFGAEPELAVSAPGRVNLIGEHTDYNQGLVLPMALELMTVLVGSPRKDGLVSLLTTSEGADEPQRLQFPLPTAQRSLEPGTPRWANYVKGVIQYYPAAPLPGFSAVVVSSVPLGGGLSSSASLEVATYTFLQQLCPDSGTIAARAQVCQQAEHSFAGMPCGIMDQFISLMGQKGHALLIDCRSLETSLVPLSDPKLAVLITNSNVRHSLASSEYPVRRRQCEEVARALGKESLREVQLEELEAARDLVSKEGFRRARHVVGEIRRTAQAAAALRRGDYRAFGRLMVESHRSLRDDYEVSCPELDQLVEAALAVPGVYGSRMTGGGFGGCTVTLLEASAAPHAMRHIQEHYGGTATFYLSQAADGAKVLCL
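Compounds were pin-transferred into ATP buffer (35 uM final), then GALK plus galactose (5 nM, 100 uM final) was added. After 1 h at room temperature, Kinase-Glo Plus was added and luminescence read after 10 min.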
TSG101-PTAP inh: blocks PTAP/TSG101 interaction to inhibit HIV-1 budding; Q99816; Fluorescence polarization, FITC-PTAP peptide / Tsg101 binding; Potency, µM (doses to about 115 µM), for inactives: top-dose activity change, negative = inhibition, usual class: inhibitors; 340,000 tested, under 10 active; AID 493005; active means well fitted inhibition curve with a large enough effect in the main read-out, with a control signal flat, not every such curve was filed as active; inconclusive means small, poorly fitted or top-dose-only effect, or effect the other way, or a change in a side signal; inactive means no such curve, though single readings can be large or run the other way; further: potency means the concentration at half of the fitted maximal effect; % of control where 0% means no effect
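Steps: Tsg101 binding domain dispensed (10 uM final), compounds pinned in DMSO, FITC-labeled PTAP-motif peptide added (50 nM final); after 20 min binding at room temperature, polarization measured.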
Menin-MLL TR inh: inhibitors of human menin-MLL interaction, mutant MLL peptide; O00255; Menin + Texas Red MLL mutant peptide, fluorescence polarization; Potency, µM (series often up to 61.6 µM), inactives show top-dose FP activity change, negative = inhibition, most hits filed as inhibitors; hit rate 0.23% among 270,000; active means well fitted inhibition curve with a large enough effect in the polarisation, with a control signal flat, not every such curve was filed as active; inconclusive means small, poorly fitted or top-dose-only effect, or effect the other way, or a change in a side signal; inactive means no such curve, though single readings can be large or run the other way; the % refers to the polarisation; further: potency means the concentration at half of the fitted maximal effect; % of control where 0% means no effect; many of its hits are not listed in these tables
Integrin act MD: activates integrin-mediated alleviation for muscular dystrophy. alpha7betagal myoblasts, beta-gal FDG fluorescence, 48 h. Potency, µM (series often up to 38.3 µM), inactives show top-dose activation, actives largely listed as activators. hit rate 0.064% among 350,000. AID 624291;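 further: potency means the concentration at half of the fitted maximal effect; 100% = response of the positive control SU9516; nearly all actives have a fitted effect of over 60% in size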
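Alpha7betagal+/- myoblasts (passage 13) were plated 16-24 hr, then exposed to compounds (1:260 dilution of DMSO stock) for 48 hours at 37C. After MPER lysis, β-galactosidase reporter activity was read as FDG fluorescence (ex 480/em 540) after 30 minutes.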
Chronic BCR inh: chronic active BCR signaling inhibition; ABC-DLBCL IkBa-CBG/CBR reporter, luminescence ratio, 4 h; Potency, µM (titrated, usually from 46.1 µM), for the others: at the top dose ratio change, negative = lower green/red ratio, usual class: inhibitors; hit rate 0.05% among 340,000; AID 493014; active means well fitted inhibition curve with a large enough effect in the signal ratio, with a control signal flat, not every such curve was filed as active; inconclusive means small, poorly fitted or top-dose-only effect, or effect the other way, or a change in a side signal; the % refers to the signal ratio;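 further: potency means the concentration at half of the fitted maximal effect; plate controls were basal doxycycline-induced cells for no effect and cells given 10 µM MG132 for full effect; MG132 reads +100%, hits lower the ratio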
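Concentration-response series (up to 46 uM) were applied to TMD8 dual-reporter cells for 4 h at 37C with doxycycline. Green/red ratio, after filter-overlap correction, defined %Activity; red signal alone was normalised to basal cells and zero luminescence.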
B2AR arrestin: recruits beta-arrestin to the human beta2-adrenergic receptor; P07550; beta-arrestin recruitment to beta2AR, cell-based reporter; Potency, µM (titrated, usually from 46.1 µM), inactives show top-dose activation, hits mostly activators; hit rate 0.02% among 330,000; AID 492947;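 further: potency means the concentration at half of the fitted maximal effect; 0% = DMSO controls and full agonism = EC100 isoproterenol or metaproterenol; nearly all actives have a fitted effect of over 65% in size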
Target sequence (P07550 whole entry, looked up): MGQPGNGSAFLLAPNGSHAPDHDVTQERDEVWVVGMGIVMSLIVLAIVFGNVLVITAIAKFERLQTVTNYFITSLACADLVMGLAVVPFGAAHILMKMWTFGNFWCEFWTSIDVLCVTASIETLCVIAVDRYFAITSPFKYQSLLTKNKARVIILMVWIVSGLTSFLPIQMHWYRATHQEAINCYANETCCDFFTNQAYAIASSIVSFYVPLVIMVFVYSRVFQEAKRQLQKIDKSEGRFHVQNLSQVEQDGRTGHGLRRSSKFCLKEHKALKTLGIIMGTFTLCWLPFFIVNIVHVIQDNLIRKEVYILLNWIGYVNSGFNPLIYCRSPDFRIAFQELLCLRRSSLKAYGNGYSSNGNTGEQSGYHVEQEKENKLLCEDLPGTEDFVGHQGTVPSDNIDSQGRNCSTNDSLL
PKM2 activator: increases activity of human pyruvate kinase M2; hit rate 0.34% among 260,000; purified PKM2, Kinase-Glo ATP luminescence, activation; response scale: 0% is enzyme alone, no compound; Potency, µM (highest dose often 57.5 µM), for inactives: at the highest dose activation, hits mostly activators; further: potency means the concentration at half of the fitted maximal effect; on the % scale 0 is the no-effect control and ±100 the full control effect; nearly all actives have a fitted effect of over 55% in size
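ATP formation by purified human PK-M2, quantified via coupled luciferase luminescence after 1 h at room temperature with 0.1 mM ADP and 0.5 mM PEP final.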
An asterisk follows results filed as active; ? = inconclusive; · = not tested or not shown; [ ] = dose if it differs, or a comment. Unless noted, the call rests on the fitted dose curve; in most records, active means well fitted curve in the direction sought with a large enough effect; inconclusive means small, poorly fitted or top-dose-only effect, or another doubt; inactive means no such curve, though single readings can be large; an effect the other way counts as inactive or inconclusive. An excerpt; the hit share may differ from the screen's.

SMILES | Tb PFK block | Giardia killer | ASM inhibitor | Coupling enz | GALK inhibitor | TSG101-PTAP inh | Menin-MLL TR inh | Integrin act MD | Chronic BCR inh | B2AR arrestin | PKM2 activator
CC(=O)Nc1nc(C)c(Oc2ccccc2)c(=O)[nH]1 | 3% | 2 | 3% | -1 | -3% | -4% | 0% | -4% | -2% | -0.1% | 4%
Cn1c(=O)c2c(ncn2CC(=O)Nc2cc(S(=O)(=O)N3CCCCC3)ccc2O)n(C)c1=O | -3% | 5 | 0% | · | · | 0% | · | 1% | 1% | -0.6% | ·
Cc1ccc(C(=O)N2CCC3(CC2)Oc2ccc(Cl)cc2C(=O)C32CC(c3ccccc3)=NO2)s1 (stereo unspecified) | -3% | -7 | 5% | -2 | -2% | 0% | · | 0% | 0% | -1.1% | -1%
Cc1ccc(C(=O)CC(C(=O)O)n2cnc([N+](=O)[O-])n2)cc1 (stereo unspecified) | 0% | 6 | 2% | 0 | 2% | -1% | 1% | -20% | ? | 0.1% | -6%
O=C(/C=C/c1ccccc1)NCCCNC(=O)/C=C/c1ccccc1 | 3% | -1 | -2% | 6 | -3% | 0% | 0% | -27% | 1% | -0.4% | 1%
O=C(CCN1CCCC1)Nc1cccc(Br)c1 | -8% | -3 | 5% | -3 | -3% | 1% | -2% | -14% | 0% | 0.1% | -3%
Cn1c(N)c(C(=O)COC(=O)C2CCN(S(=O)(=O)c3cccs3)CC2)c(=O)n(C)c1=O | 2% | -15 | 6% | 1 | -2% | -6% | · | 5% | ? | -0.2% | 3%
O=C(Nc1scc(-c2ccc(F)cc2)c1C(=O)O)c1ccco1 | ? | -1 | 8% | 5 | -1% | 1% | 15% | 18% | ? | -0.3% | 2%
O=C1N(c2ccccc2)C(c2ccc(Cl)cc2)N2CCCN12 (stereo unspecified) | 3% | 1 | 0% | 5 | 0% | -2% | -4% | -11% | -2% | -0.4% | 11%
COc1ccc(CCNC(=O)CN2C(=O)C(=O)N(C3CCCC3)C2=O)cc1OC | -4% | 9 | -2% | · | · | -3% | · | 7% | 4% | -0.2% | ·
CCCN1CCN(S(=O)(=O)c2ccc(-n3cnnn3)cc2)CC1 | 0% | 7 | 0% | · | -2% | -8% | · | -10% | 0% | 0.0% | ·
Cc1ccc(C#CC(C)(O)C(C)(C)C)cn1 (stereo unspecified) | 0% | -14 | 2% | -4 | -2% | -1% | · | -12% | 0% | -0.4% | 4%
C=CCn1c(-c2ccc(Cl)cc2)ccc(C#N)c1=O | 6% | -1 | -2% | -1 | -2% | -6% | 21% | 18% | 4% | 0.2% | 0%
CCOc1ncccc1C(=O)OCC(=O)NCCc1ccccc1 | -2% | 20 | 1% | -1 | -3% | 5% | 0% | 11% | 16% | -0.7% | 6%
CN(CC(=O)Nc1ccc(F)cc1)C(=O)COC(=O)/C=C/c1ccc(OC(F)F)cc1 | -4% | 13 | -8% | · | · | 3% | · | -23% | -3% | 0.0% | ·
COCCn1c(C)cc(C2=NNC(=Nc3ccccc3F)SC2)c1C | -6% | -13 | -1% | -6 | 2% | -3% | 1% | -7% | ? | -0.7% | 8%
CC(C)OCCCNC(=O)c1ccc2c(c1)NC(=O)c1ccccc1S2 | -7% | -6 | -3% | -1 | 1% | -2% | -20% | -4% | ? | -0.2% | ·
CCCc1cc(=O)n2nc(N3CCC(C(=O)Nc4c(F)c(F)c(F)c(F)c4F)CC3)sc2n1 | 0% | -1 | -3% | · | -5% | 0% | · | -40% | 2% | 0.4% | ·
CCOC(=O)/C(O)=C/c1ncc(C(F)(F)F)cc1Cl | -5% | -15 | -5% | 1 | -1% | -2% | 18% | 0% | 0% | -0.9% | 0%
CC(C)CCSc1nc(N2CCOCC2)c2c(c1C#N)CC(C)(C)OC2 | 0% | -2 | -4% | -2 | -2% | -7% | -7% | -1% | 0% | -0.5% | 1%
C=CCn1c(SCc2ccc(Br)cc2F)nc2cc(C(=O)O)ccc2c1=O | 18% | -1 | 13% | 3 | 3% | -11% | 64%[activator] | -2% | ? | -0.1% | 0%
CCc1ccc(C(=O)C(C)OC(=O)C2COc3ccccc3O2)cc1 (stereo unspecified) | -2% | -17 | -2% | 3 | 0% | -2% | -6% | -10% | 3% | -0.7% | 0%
COc1ccc(S(=O)(=O)Nc2ccc3cn[nH]c3c2)cc1C | -3% | 11 | -2% | 0 | 4% | -3% | 24% | -1% | -2% | -0.1% | 13%
O=[N+]([O-])c1cccc(/C=N/NC2CCS(=O)(=O)C2)c1 (stereo unspecified) | -6% | 2 | -2% | 0 | 1% | 2% | · | 9% | -23% | 0.1% | -6%
CCOC(=O)c1oc2cc(OC(C)=O)ccc2c(=O)c1-c1ccc(OC)c(OC)c1 | 0% | 0 | 5% | 9 | -2% | -6% | · | -1% | -1% | -0.6% | -4%
CC(C)(C)OC(=O)N1CCN(C(=O)c2[nH]cnc2C(=O)Nc2nccs2)CC1 | -3% | 12 | 0% | · | · | -3% | · | 20% | ? | 0.3% | ·
COc1ccc2[nH]c(-c3ccccc3)cc2c1 | 2% | 1 | -13% | -8 | 7% | -5% | ? | -12% | 4% | -0.2% | 0%
O=C(CC1C(=O)NCCN1C(=O)Nc1ccc(C(F)(F)F)cc1)Nc1ccc(F)cc1 (stereo unspecified) | -2% | -14 | ? | -6 | 4% | 2% | · | 4% | ? | -0.8% | -10%
Cc1c(NP(=O)(c2ccc(Br)cc2)c2ccc(Br)cc2)c(=O)n(-c2ccccc2)n1C | 0% | 4 | -1% | 3 | -7% | -7% | -10% | 14% | -5% | 0.1% | 0%
CCOc1ccc(S(=O)(=O)N/N=C\c2ccc3c(c2)OCO3)cc1 | 3% | 11 | -8% | -1 | -4% | 2% | 14% | 17% | 0% | 0.0% | 6%
CCN(CC)c1ccc(S(=O)(=O)N2CCOCC2)cc1NC(=O)CSc1n[nH]c(N)n1 | -1% | 21 | 3% | 0 | -2% | -4% | · | ? | 15% | 0.0% | 0%
COc1cc(C(=O)OCC(=O)N2CCCCC2C)cc(NC(=O)c2cccs2)c1OC (stereo unspecified) | 0% | 4 | -13% | -5 | -1% | 2% | -6% | 5% | 3% | -0.3% | 6%
O=C(O)/C=C/C(=O)Nc1ccccc1-c1ccccc1 | 0% | -8 | 4% | 12 | -1% | -5% | ? | 11% | -5% | -0.3% | 3%
Cc1nnc(SCc2nnc(-c3cccs3)o2)n1Cc1ccccc1 | 2% | -1 | 3% | 2 | -2% | -2% | -13% | 4% | 7% | 0.3% | 19%
NS(=O)(=O)c1ccc(NC(=S)NCc2ccc3c(c2)OCO3)cc1 | -25% | 2 | -3% | -2 | 5% | 0% | 35%[activator] | 4% | ? | -0.3% | -2%
c1ccc(N2CCN(c3nc4ccccc4[nH]3)CC2)nc1 | -6% | -2 | -2% | 1 | -1% | 0% | -1% | 6% | ? | 0.0% | -11%
CCc1c(O)nc(SCc2ccc(F)cc2)[nH]c1=O | 1% | 5 | -3% | 0 | -6% | -1% | 8% | 10% | -1% | -1.2% | 1%
O=C(COc1ccccc1)NCC(=O)N1CCCC1 | 0% | -1 | 36%[activator] | 1 | -3% | -3% | 1% | -11% | 3% | 0.3% | 1%
COc1cccc(CN(CC(=O)NCc2ccc(F)cc2)C(=O)c2ccco2)c1 | 6% | 5 | -2% | 4 | 5% | -1% | -12% | -59%[inhibitor] | -6% | -1.1% | -4%
CC(=O)c1ccc(NC(=O)CNc2cc(S(=O)(=O)N3CCOCC3)ccc2N2CCCC2)cc1 | 2% | 45[activator] | -2% | · | · | 5% | · | 22% | 3% | -0.2% | ·
COc1ccc(/C=C/c2cc(C(F)(F)F)on2)cc1 | -2% | 0 | 0% | -4 | 0% | -3% | · | ? | ? | -0.6% | -10%
O=C(CSc1c2c(nc3cc(Cl)ccc13)CCCC2)NCCCN1CCOCC1 | 0% | -3 | 3% | 0 | -3% | 0% | -1% | -41% | ? | -0.9% | 1%
CNc1nc(Cl)nc(NC(C)(C)C)n1 | 3% | 1 | 2% | 1 | -4% | 0% | · | 1% | ? | -0.4% | 2%
CCCCn1c(SCC(=O)Nc2cc(C)on2)nnc1-c1cccnc1 | -11% | 5 | 3% | 0 | -1% | -6% | -4% | -16% | 5% | 0.0% | 6%
COc1ccc(S(=O)(=O)NCc2cccnc2)cc1C(=O)Nc1ccccc1 | 1% | 1 | 1% | 1 | 1% | 5% | 10% | 5% | 0% | -0.2% | -2%
CCCC(c1nnnn1Cc1ccccc1)N1CCN(c2ccccc2OC)CC1 (stereo unspecified) | -2% | 7 | 1% | 1 | 10% | 0% | -13% | 14% | 5% | -0.6% | -3%

Assay outcomes from PubChem.
